Source: PubChem BioAssay
C8 TRAIL sens – viability loss with TRAIL in NB7+C8 cells, primary screen, TRAIL sensitizer project, cell-based, ATPlite luminescence | inhibition (viability loss, TRAIL sensitization), % at 10 µM | 360,000 tested, 1% active | AID 624354, 2012;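 active means compounds causing at least 50% loss of cell viability in the single-dose screen, relative to plate controls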
hiPSC survival – enhancers of single-cell hiPSC survival, primary screen, ATPlite luminescence; AID 602274, 2012; survival enhancement, % at 20 µM; 100% = ROCK inhibitor wells, 0% = DMSO; 360,000 tested, 0.044% active; in the data active means survival enhancement above about 18%;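 further: cells exposed to compounds for 16 hours before the ATP read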
Shn3 3UTR inh – reduction of Shn3 3'UTR firefly luciferase signal, primary screen, Schnurri-3 inhibitor project, cell-based, Clone20 osteoblasts, set 2. inhibition, % at 12.5 µM. 360,000 tested, 0.52% active. Clone20 osteoblast Shn3 3'UTR firefly luciferase, 24 h;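 active means mean inhibition of at least 75% with every replicate also reaching 75%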;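 further: 0% = median of neutral control wells and 100% = pilot-screen positive control compound; some compounds past the cut are filed as inactive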
KKLEB tox – cytotoxicity in KKLEB CF airway cells, primary screen, cytotoxicity control for CF NF-kB inhibitor project, cell-based, uHTS, fluorescence assay plates | KKLEB CF airway cells viability, ATPlite luminescence, overnight; stronger effect = lower value; cells stimulated with P. aeruginosa culture filtrate | 360,000 tested, 0.36% active | activity change (cytotoxicity), % at 5 µM | AID 602141, 2011;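 active means corrected activity change at or below -50% at 5 µM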
MITF TRPM1 inh – inhibitors of MITF-dependent TRPM1 promoter reporter, primary screen, cell-based, SK-MEL-5, single point, luciferase | SK-MEL-5 TRPM1 promoter luciferase, 24 h | inhibition, % at 12.5 µM | 330,000 tested, 0.83% active | AID 488899, 2010;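 active means mean inhibition across replicates of 60% or more, whatever share of single replicates reaches that level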; further: values of inactives mirror those of a sister screen read the other way
NR2E3 ag-1 – NR2E3 agonists in two-hybrid cells, primary screen, cell-based, luminescence, CHO-S, Gal4-NCOR/VP16-NR2E3. AID 602229, 2012. luciferase. 360,000 tested, 0.35% active. Photoreceptor-specific nuclear receptor (Homo sapiens), Q9Y5X4. inhibition of corepressor binding, % at 3.98 µM;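 active means inhibition above the mean of all tested compounds plus 3 SD, cut at about 70% in these data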;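 further: 0% = DMSO with NR2E3 transfected cells and 100% = cells lacking NR2E3 construct; higher means lower luciferase signal from less NR2E3 corepressor binding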
Target sequence (Q9Y5X4 whole entry, looked up, the tested form may be a part): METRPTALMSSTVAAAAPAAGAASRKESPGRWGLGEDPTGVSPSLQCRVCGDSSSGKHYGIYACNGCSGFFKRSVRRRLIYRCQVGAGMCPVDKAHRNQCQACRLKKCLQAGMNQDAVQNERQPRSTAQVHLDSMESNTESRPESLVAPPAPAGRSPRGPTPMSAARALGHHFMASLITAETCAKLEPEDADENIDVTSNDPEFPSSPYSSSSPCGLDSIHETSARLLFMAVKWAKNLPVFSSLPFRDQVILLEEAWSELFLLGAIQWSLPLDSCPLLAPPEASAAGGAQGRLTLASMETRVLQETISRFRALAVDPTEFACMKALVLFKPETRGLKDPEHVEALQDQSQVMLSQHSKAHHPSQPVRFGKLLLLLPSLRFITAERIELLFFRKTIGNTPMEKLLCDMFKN
Peg3 promoter – Peg3 promoter-driven luciferase inhibitors, primary screen, cell-based, HeLa, luciferase luminescence; HeLa PEG-Prom luciferase reporter, overnight; inhibition, % at 20 µM; 360,000 tested, 1.7% active; AID 588405, 2011;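 active means inhibition of at least 50% at 20 µM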
HIF-2a block – HIF-2a reporter inhibitors, primary screen, luminescence, 786-0 RCC cells; AID 624352, 2012; 786-0 RCC cells HIF-2a reporter, luciferase luminescence, overnight; inhibition, % at 18.8 µM; 360,000 tested, 0.72% active;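 active means inhibition of the luminescence signal of 40% or more relative to plate controls, in a single-dose primary screen at 18.75 µM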
EBV LMP1 NFkB – EBV LMP1-driven NF-kappaB luciferase reporter inhibitors, primary screen, cell-based, luminescence, single point. LMP1-induced NF-kappaB luciferase reporter cells. inhibition, % at 12.5 µM. 350,000 tested, 0.69% active. AID 504558, 2011; in the data active means inhibition above about 41%;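 further: 0% = neutral control wells and 100% = reference inhibitor control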
CF NFkB block – inhibitors of PAF-induced NF-kB signaling, primary screen, cell-based, GFP fluorescence, uHTS | 360,000 tested, 0.86% active | inhibition, % at 5 µM | KKLEB NF-kB-GFP reporter, GFP fluorescence overnight | AID 588850, 2011;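 active means at least 50% inhibition at 5 µM, scaled per plate between neutral and stimulator controls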;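 further: PAF is a Pseudomonas aeruginosa culture filtrate used as stimulus; plate controls were PAF-stimulated DMSO wells for no effect and unstimulated DMSO wells for full effect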
NR2E3 ag-2 – inhibitors of NR2E3-RetCOR corepressor binding, primary screen, NR2E3 agonist project, biochemical, TR-FRET, GST-NR2E3, biotin-RetCOR; Photoreceptor-specific nuclear receptor (Homo sapiens), Q9Y5X4; 1536-well; inhibition of corepressor binding, % at 4.78 µM; 320,000 tested, 0.12% active; AID 2300, 2010;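 active means percent inhibition above the cutoff of mean plus 3 SD of all tested compounds, set per screening campaign, cut at about 20% in these data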;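 further: 0% = DMSO wells and 100% = biotin wells as full block of FRET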
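system = GST-tagged NR2E3 plus biotinylated RetCOR corepressor | input = 1.35 nM GST-NR2E3 | also added = 7 nM biotin-RetCOR | schedule = 5 h incubation at 4 °C | measured by = TR-FRET with europium anti-GST and streptavidin-D2, 340 nm excitation | read-out = percent loss of FRET ratio relative to control wells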
Active calls of the source: *; x = no result given.

SMILES	C8 TRAIL sens	hiPSC survival	Shn3 3UTR inh	KKLEB tox	MITF TRPM1 inh	NR2E3 ag-1	Peg3 promoter	HIF-2a block	EBV LMP1 NFkB	CF NFkB block	NR2E3 ag-2
FC(F)(F)c1nc(-c2cccnc2)ncc1-c1nnnn1-c1ccccc1	0	3.0	36	-10	-6	12	20	11	-1	19	4
O=C(c1ccc([N+](=O)[O-])cc1)N1CCc2ccccc21	8	0.5	7	11	-9	-22	-14	-18	-3	-15	3
COc1ccc(C(=O)Oc2ccc(/C=N/NC(=O)Cc3ccc([N+](=O)[O-])cc3)cc2)cc1	-2	3.7	-10	2	4	9	-10	13	-2	3	2
COc1c(Cl)cc(-c2noc(C)c2C(=O)NCc2ccccc2)cc1Cl	-27	-1.3	-8	-7	1	3	14	-3	9	15	3
COc1cccc(C(=O)n2c(SC)nc3cc4c(cc32)OCCO4)c1	22	-2.4	-1	10	-1	-15	-77	-87	4	6	2
CN(C)CCn1c(=S)[nH]c2ncccc2c1=O	-22	0.1	-1	-6	-7	-13	8	14	0	10	5
Cc1cc2c3c(c1C)C(=O)C(=O)N3C(C)(C)CC2C (centres undefined)	-1	1.5	2	-2	-4	5	11	21	1	-8	-1
CCCCn1c(N)c(N(CCC(C)C)C(=O)COC(=O)c2cccnc2SC)c(=O)[nH]c1=O	-20	-0.4	-3	7	-2	-32	9	4	0	16	x
CCn1nc(C(C)C)cc1C(=O)N1CCCC(CO)(Cc2ccc(F)cc2F)C1 (centres undefined)	5	-0.3	20	0	10	17	7	12	-14	4	6
O=C(CC1C(=O)NCCN1CCCc1ccccc1)NCCc1ccccc1Cl (centres undefined)	-11	-0.4	-9	8	-1	-12	-2	2	-3	5	2
Cc1cc(=O)oc2cc(OCC(=O)NCCCN3CCCC3=O)c(Cl)cc12	-4	0.4	-12	6	8	2	28	-2	-5	-16	0
CCCSc1nc2c(c(=O)[nH]c(=O)n2C)n1C	-3	3.0	-6	0	5	-13	-10	17	-2	6	-1
Cc1noc(C)c1S(=O)(=O)N1CCC(C(=O)NCCC2=CCCCC2)CC1	3	5.0	-8	-7	7	-15	14	5	-2	-11	-4
O=C(NCCc1c[nH]c2ccccc12)C(F)(F)F	-7	-0.5	14	8	-12	-6	10	9	-6	-2	1
CCCC(c1nnnn1CC1CCCO1)N1CCN(c2nc3ccccc3s2)CC1 (centres undefined)	0	2.4	15	-4	-4	-28	22	4	12	5	1
CCN1CNC(=S)N(c2ccccc2C)C1	8	-1.0	1	-4	-9	22	19	8	-4	13	4
O=C1N[C@@H](Cc2c[nH]c3ccccc23)COC(=O)[C@@H](Cc2ccc(F)cc2)C/C=C\C[C@H]1CC(=O)N(CCO)Cc1ccccc1	21	-0.8	-1	-16	2	2	41	10	-9	19	x
Nn1c(SCc2ccc(F)cc2)nnc1-c1ccncc1	1	-0.6	-2	6	1	-17	13	9	-1	-6	3
O=C(NCc1cccs1)C12CC3CC(CC(C3)C1)C2	-4	1.9	-10	5	-8	-13	6	18	-2	-8	3
O=C(O)CN1C(=O)/C(=C\C(Br)=C\c2ccccc2)SC1=S	-9	-0.2	-15	-4	-14	3	-44	-63	-58	12	3
COc1cc(C(C)=O)ccc1OC(=O)C(C)N1C(=O)c2ccccc2C1=O (centres undefined)	-14	3.9	0	5	7	-17	1	7	5	16	1
CC1CC(=O)N(CC(=O)N2CCCC2)c2ccccc2S1 (centres undefined)	-11	0.4	-3	4	17	-20	8	-10	4	-15	3
CCOc1ccc(Nc2nc(N3CCCCC3)nc(N3CCCCC3)n2)cc1	13	-2.6	12	2	2	12	5	0	16	-3	2
CC(C)c1ccc(S(=O)(=O)N2CCC(C(=O)NCC3(N(C)C)CCCCC3)CC2)cc1	15	-0.1	-9	7	-7	-1	-10	-3	1	-2	0
O=C(c1cnn2c(C(F)F)cc(C3CC3)nc12)N1CCOCC1	-12	1.8	4	-5	1	-6	2	17	-2	15	0
CSc1ccccc1NC(=O)c1c(C)noc1C	2	2.5	-12	5	8	8	0	1	11	0	-1
CSCCC(NC(=O)c1ccccc1Cl)C(=O)OCC(=O)N1CCCC1=O (centres undefined)	-8	-0.5	7	11	-4	-22	1	3	2	-4	2
O=C(c1ccc(Cl)c(S(=O)(=O)N2CCCCCC2)c1)N1CCN(c2ccccc2O)CC1	2	1.3	-61	5	-2	-2	25	-10	15	-10	3
O=c1[nH]c(=O)c2nnc(N/N=C/c3ccccc3F)nc2[nH]1	-5	-0.7	10	-1	-2	-16	14	18	2	-6	-2
CC1CCN(CCC(=O)Nc2ccc3c(c2)CCC3)CC1	18	0.5	16	-1	-9	17	-26	-17	-7	9	2
O=C(CCCN1C(=O)c2cccnc2C1=O)Nc1ccc(Br)cc1	-4	-0.8	13	3	23	-4	1	8	9	-2	2
O=C(COc1ccc(S(=O)(=O)NCc2ccccc2)cc1)NCc1cccnc1	-23	-0.5	-5	9	-3	1	7	15	3	-4	x
CC(=O)Nc1cccc(-c2ccnc3c2CC(C(=O)Nc2cccc(NS(C)(=O)=O)c2)O3)c1 (centres undefined)	12	1.4	65	-8	x	-3	-1	14	x	12	x
COc1ccc([C@@H]2C[C@H]3[C@@H](CN2S(=O)(=O)c2ccccc2)C(=O)C[C@@H](c2ccccc2F)N3S(=O)(=O)c2ccc(C)cc2)cc1	11	-0.5	13	15	x	-28	9	17	-14	24	x
Cc1ccc(-n2cc(CNCCN3CCOC3=O)c(-c3ccc(F)cc3)n2)cc1	2	-0.1	-50	-3	-11	-15	-40	-69	4	7	4
COC(=O)C1=C(C)NC(C)=C(C(=O)OC)C1C(=O)OCC(=O)c1ccc(F)cc1	-10	1.2	15	7	9	-16	-3	17	2	-6	1
COC(=O)C1=C(C)NC(=O)C1(Nc1ccc(Cl)cn1)C(F)(F)F (centres undefined)	1	0.9	-4	3	0	-2	16	14	-1	2	1
CCOc1cc(/C=C/C(=O)c2ccc(C)cc2)ccc1OCC(=O)N(C)C	8	-1.9	35	-54*	-4	6	49	23	19	24	2
CC(=O)N=Nc1[nH]c(N)c2ccccc12	-3	1.0	2	-9	-35	-30	-8	22	-25	-2	1
CCN(CCN(C)C)C(=O)c1ccc2nc(C)c(N(C)C(=O)CCc3ccccc3)n2c1	-7	0.9	7	-8	x	-1	-9	13	x	2	x
COC(=O)C1(Cc2ccc(O)c(CC3OC3(C)C)c2)OC(=O)C(O)=C1c1ccc(O)cc1 (centres undefined)	-5	-1.3	-22	6	x	-22	-22	-40	4	11	-1
O=c1[nH]nc(-c2n[nH]c(=O)o2)o1	10	1.1	2	7	6	2	-9	3	3	7	x
COc1ccc(CC(=O)NCc2ccccc2)cc1OC	8	-0.2	-2	-7	2	6	16	19	-13	-3	x
Cc1nn(Cc2ccc([N+](=O)[O-])cc2)c(=O)n1-c1cccc(F)c1	0	0.6	6	-8	3	-15	-2	-4	-6	-1	-2
COc1ccc(-c2nnc(SCC(=O)N/N=C/c3ccccc3C(=O)O)n2-c2ccccc2)cc1	-6	-1.2	0	6	-1	15	6	13	-3	7	2
CC(=O)Nc1ccc(OCC(O)CN2CCCCC2C)cc1 (centres undefined)	5	-0.5	3	-1	-3	-4	14	13	-2	11	1
COc1ccc(Cl)cc1NC(=O)Nc1ccccc1C(N)=O	1	-2.0	13	-12	13	-20	17	5	5	-12	1
Cc1cccc(C)c1OCCCN1CCCC1	-10	-2.1	-11	2	4	-39	5	7	8	-3	3
Oc1c(Br)cc(Cl)cc1C=Nc1ccccc1Br	9	-1.2	8	19	7	-23	3	16	2	20	0
COc1ccc(O)c(/C=C(\C#N)C(=O)Nc2cccnc2)c1	-11	-1.4	0	7	-24	-48	-193	-114	12	-4	-1
Following part
SMILES	C8 TRAIL sens	hiPSC survival	Shn3 3UTR inh	KKLEB tox	MITF TRPM1 inh	NR2E3 ag-1	Peg3 promoter	HIF-2a block	EBV LMP1 NFkB	CF NFkB block	NR2E3 ag-2
Cc1cccc(CN2C[C@]34CC[C@@H](C[C@@H]3S2(=O)=O)O4)c1	-16	-1.1	-54	-8	x	-16	-11	2	-10	-8	-1
COC(=O)C1Sc2[nH]c(=O)sc2C(c2ccc(Cl)cc2)C1C(=O)OC (centres undefined)	-12	-0.1	6	-10	9	13	19	0	4	-3	1
O=C(CS(=O)(=O)Cc1ccccc1)c1ccccc1	-9	0.6	8	1	x	-56	-15	-19	10	15	x
Cc1ccc(NCc2nnc(SC(C)C(=O)N/N=C/c3ccc(C)o3)n2-c2ccccc2)cc1 (centres undefined)	-6	-1.3	x	0	16	-27	6	-5	13	7	-4
CCOC(=O)N1CCN(C(=O)CN(c2ccccc2OC)S(=O)(=O)c2ccc(C)cc2)CC1	-10	-0.6	-8	-2	12	-15	13	-6	-8	-8	0
COc1cc(C2C(C#N)=C(N)OC3=C2C(=O)CC(C)(C)C3)ccc1OC(=O)N1CCOCC1 (centres undefined)	3	10	15	7	8	3	4	9	6	15	4
O=C(CNC(=O)c1ccc(F)cc1)NCc1ccc(Cl)cc1	15	0.2	-8	-21	-4	-8	15	7	0	4	-2
O=c1c2c(nc3n1CCCCC3)sc1c(O)c(Br)ccc12	35	-1.8	-27	0	-39	-77	-64	-180	19	-2	0
O=C(NCc1cccnc1)C(=O)Nc1nc(C23CC4CC(CC(C4)C2)C3)cs1	-2	0.6	22	-13	-6	10	12	19	-27	6	-1
CCN(CC(=O)Nc1ccccc1OC)CC(=O)Nc1sccc1C#N	-3	0.2	-22	-7	2	-45	3	6	3	-2	2
N#CCCn1cc(C(=O)O)c(-c2ccc3ccccc3c2)n1	-11	-0.6	2	-3	-4	-18	9	13	10	-8	2

Only part of the results is shown, so the mix of outcomes need not match the whole.
